PLCb3 inh = blocks human PLC-beta3 enzyme activity; Purified PLC-beta3, fluorogenic substrate, fluorescence; inhibition, % at 12.2 µM; 0.18% of 370,000 active; AID 720704; in the data active = inhibition above about 11%;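 note: 0% = median of compound wells on plate and 100% = full blocker control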
Tn7 DDE FP = disrupts Tn7 cyclic peptide binding to fibrin D-Dimer-E complex; P02675; FP displacement of FITC-Tn7 peptide from fibrin DD(E); 0% = median of compound wells per plate; inhibition, % at 8.3 µM; 0.13% of 370,000 active;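 active = inhibition above the mean of compounds falling within the control limits plus 3 SD of them, cut at about 14% in these data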;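 note: 0% = plate median of compound wells and 100% = 10 µM Aha-Tn7 peptide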
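Test system: human clot-derived fibrin DD(E) complex / Quantity: 2 µM final DD(E) protein / Incubation: 10 min plus 3 h, room temperature / Measured by: fluorescence polarization / Benchmarks: high control of 10 µM Aha-Tn7 peptide / Replicates: singlicate testing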
sPLA2-III inh = Blocks human group III sPLA2 activity; Q9NZ20; QFRET BODIPY PC-A2 liposome hydrolysis, fluorescence; inhibition, % at 12.2 µM; 0.56% of 370,000 active; AID 743126;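 active = inhibition above mean plus 3 SD of compounds lying within the high and low control bounds, cut at about 19% in these data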;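 note: 0% = median of test compound wells and 100% = no enzyme DMSO wells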
ASAP1 GAP inh = ASAP1 ArfGAP inhibition | ASAP1-stimulated ARF1 GTP hydrolysis, GDP FP detection | Q9ULH1 | 0.19% of 360,000 active | inhibition, % at 16.5 µM; in the data active = inhibition above about 25%;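 note: 0% = vehicle with enzyme and substrate and 100% = no enzyme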
PLC-gamma1 inh = PLC-gamma1 (human) inhibition, primary screen. P19174. purified PLC-gamma1, fluorogenic substrate, fluorescence. inhibition, % at 12.2 µM. 0.84% of 370,000 active. AID 720700; in the data active = inhibition above about 9.5%
NR1D1 modulator = modulators of human Rev-erb alpha DNA binding; 0.79% of 370,000 active; activity, % at 10 µM; Rev-erbα–FITC-DNA binding, fluorescence polarization, 90 min;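 active = activity above about 14%, limit read from the data; passing the limit was not always enough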;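 note: 0% = DMSO wells with 35 nM protein and 100% = DMSO wells with 750 nM protein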
Target sequence (P20393 whole entry, looked up): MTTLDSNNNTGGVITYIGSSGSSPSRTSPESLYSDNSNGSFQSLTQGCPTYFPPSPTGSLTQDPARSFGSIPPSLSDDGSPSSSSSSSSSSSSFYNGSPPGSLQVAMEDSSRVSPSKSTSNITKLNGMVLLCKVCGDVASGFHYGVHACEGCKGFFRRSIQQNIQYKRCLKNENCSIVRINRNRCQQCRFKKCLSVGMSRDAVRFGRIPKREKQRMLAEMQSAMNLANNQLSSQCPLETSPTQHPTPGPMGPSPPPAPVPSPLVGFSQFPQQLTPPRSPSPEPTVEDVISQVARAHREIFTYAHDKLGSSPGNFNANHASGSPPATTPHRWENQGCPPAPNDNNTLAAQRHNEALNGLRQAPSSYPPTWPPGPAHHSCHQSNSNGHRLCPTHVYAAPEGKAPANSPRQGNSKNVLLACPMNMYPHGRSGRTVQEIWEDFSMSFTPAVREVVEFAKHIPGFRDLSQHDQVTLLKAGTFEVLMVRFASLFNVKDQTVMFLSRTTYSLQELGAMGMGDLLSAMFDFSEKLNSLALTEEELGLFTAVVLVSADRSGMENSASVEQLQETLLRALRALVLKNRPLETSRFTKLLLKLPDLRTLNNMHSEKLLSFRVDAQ
ARFGAP1 inh = inhibitors of rat ARFGAP1. 0.26% of 360,000 active. Q62848. Arfgap1-stimulated ARF1 GTP hydrolysis, GDP FP detection. inhibition, % at 16.5 µM. AID 651572;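 active = inhibition above a per-plate limit, mean inhibition of low control wells plus 3 SD, cut at about 25% in these data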;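 note: 0% = DMSO wells with enzyme and 100% = wells lacking Arfgap1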
Target sequence (Q62848 1-136 limits assumed): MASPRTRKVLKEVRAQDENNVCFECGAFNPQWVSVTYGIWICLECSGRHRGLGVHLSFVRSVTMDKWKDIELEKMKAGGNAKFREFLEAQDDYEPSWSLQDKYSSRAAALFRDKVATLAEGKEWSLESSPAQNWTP
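Assay system: purified rat His6-Arfgap1 residues 1-136 (GAP domain); Reagent: human Δ17 ARF1 bound to GTP; Dosing: 16.5 µM single point, 1.26% DMSO; Times: GTP hydrolysis reaction 2 h at 25 °C; Signal: FP, GDP Alexa 633 tracer displaced from anti-GDP antibody, 620/688 nm; Measure: % inhibition from polarization.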
UHRF1 MBD2 ctr = human UHRF1 methylated DNA binding inhibitors. Q96T88. UHRF1 binding to methylated oligo, TR-FRET. inhibition, % at 4.4 µM. 0.75% of 370,000 active. AID 687016; in the data active = inhibition above about 21%;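 note: UHRF1 SRA domain binding a hemimethylated CpG hairpin DNA probe; 0% = median of test compound wells and 100% = reference inhibitor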
DDE Tn6 FP inh = inhibitors of Tn6 peptide binding to human fibrin DD(E) | P02675 | Fibrin DD(E) TRITC-Tn6 fluorescence polarization displacement | inhibition, % at 8.3 µM | 0.21% of 370,000 active | AID 720509;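 active = inhibition above a per-campaign cutoff: mean of compounds within control limits plus 3 SD, cut at about 15% in these data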;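 note: 0% = median of all compound wells on the plate and 100% = blocking peptide control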
proKLK7 act = activators of human kallikrein-7 zymogen; P49862; purified proKLK7, EDANS-DABCYL substrate fluorescence; 100% is mature enzyme control, 0% vehicle; activation, % at 7 µM; 0.9% of 370,000 active;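 active = activation above the mean of all tested compounds plus 3 SD, computed per campaign excluding outliers beyond control limits, cut at about 13% in these data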
Target sequence (P49862 whole entry, looked up): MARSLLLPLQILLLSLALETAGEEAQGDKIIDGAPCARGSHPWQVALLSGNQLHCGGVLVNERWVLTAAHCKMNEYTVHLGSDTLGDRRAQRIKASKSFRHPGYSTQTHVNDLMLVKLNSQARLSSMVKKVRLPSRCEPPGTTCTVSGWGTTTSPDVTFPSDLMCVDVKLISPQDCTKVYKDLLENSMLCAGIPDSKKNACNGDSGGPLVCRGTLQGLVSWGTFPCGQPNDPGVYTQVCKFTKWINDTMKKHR
* = called active by the depositor; i = inactive; x = not tested or not shown.

SMILES	PLCb3 inh	Tn7 DDE FP	sPLA2-III inh	ASAP1 GAP inh	PLC-gamma1 inh	NR1D1 modulator	ARFGAP1 inh	UHRF1 MBD2 ctr	DDE Tn6 FP inh	proKLK7 act
Cc1nn(Cc2ccc(C(=O)NC(C)(C)C)o2)c(C)c1Br	7	7	-2	-4	1	1	-16	4	-1	0.2
c1ccc(CC2CCN(Cc3nc(-c4ccccc4)no3)CC2)cc1	-2	1	-7	12	-1	0	-1	0	1	0.6
O=C(Nc1cccc(-c2nnc(-c3ccccc3)o2)c1)C1CCCCC1	4	4	9	-4	-2	-3	11	6	-5	-0.5
Cn1nc(C(=O)OCCN2C(=O)c3ccccc3C2=O)c2ccccc2c1=O	2	-3	4	18	2	2	5	0	6	-0.1
O=C(NCC(c1ccco1)N1CCCC1)c1ccccc1F (stereo not given)	-1	0	-3	0	-4	3	-4	0	6	-0.1
CC(C)n1cc(CN2CCC(Oc3ccc(C(=O)N4CCCCC4)cc3)CC2)cn1	-6	1	1	-11	0	-6	-4	0	5	0.0
O=C(CSc1ccc2c(c1)OCCO2)Nc1ccc(Br)cn1	-11	-5	-5	-8	2	-4	3	-1	9	0.8
CCc1nc2ccc(C(=O)N3CCN(C(C)=O)CC3)cn2c1N(CC)C(C)=O	-3	6	6	-11	-8	-3	-3	-1	4	-0.1
CNc1cncc(-c2ccc(CN3CCOCC3)cc2)n1	i	3	8	4	i	0	-3	6	-5	82*
O=C(CCS(=O)(=O)c1ccc(Cl)cc1)Nc1nccs1	-4	8	1	-15	-4	-4	4	0	6	0.3
CC(=O)c1cccc(-c2ccnc3c2CC(C(=O)Nc2ccc(Cl)c(C(F)(F)F)c2)O3)c1 (stereo not given)	1	-3	-19	-2	0	-3	11	2	-6	0.3
CCn1cc(/C=C(\NC(=O)c2ccccc2F)C(=O)N2CCN(C)CC2)c2ccccc21	-15	11	-1	6	-7	4	-14	-1	-3	-0.6
O=C1c2ccccc2C(=O)N1S(=O)(=O)c1ccccc1	-6	2	2	-8	3	-3	7	0	-4	0.5
COc1ccccc1CSc1nc2c(c(=O)n(C)c(=O)n2C)n1C	-5	5	3	-3	1	1	18	2	6	0.4
Cn1c(=N)n(CC(=O)c2ccc(Br)s2)c2ccccc21	-1	-2	-14	3	-1	2	3	-1	-9	0.3
Cc1ccc(S(=O)(=O)N2C[C@H]3C(=O)C[C@@H](c4ccccc4)N(S(=O)(=O)c4ccc(C)cc4)[C@H]3C[C@H]2c2ccccc2Cl)cc1	-1	3	-3	12	-1	-1	-1	0	1	-0.2
Cc1ccc(-c2nc3cccnc3s2)cc1NS(=O)(=O)c1ccc2c(c1)OCCO2	-477	8	-32	8	-373	17	-3	0	-3	-11
CCn1c2ccccc2c2cc(N=C3SC(CC(=O)Nc4ccccc4)C(=O)N3C)ccc21 (stereo not given)	1	-3	-3	10	5	2	0	-2	-1	-0.5
CCOC(=O)c1sc(NC(=O)c2sc(C)nc2C)nc1C	-10	8	-2	-2	-4	1	5	-1	8	-0.2
Cc1cc(C)c2c(=O)[nH]cnc2n1	3	-11	-3	3	1	3	2	-1	0	-0.3
COC(=O)c1ccc(Sc2ccc(C)cc2)c(N)c1	-260	-4	2	-7	-171	-3	2	-4	-8	-1.1
O=C(NCc1cccc(C(F)(F)F)c1)O[C@H]1CC[C@@]23CCCN2C(=O)CCC[C@H]3C1	0	0	0	x	-1	5	x	-3	11	x
Cc1sc(-c2cccnc2)nc1OC(=O)C1CC1	-7	-8	2	-5	-5	-6	7	0	5	-0.2
S=C1NC(c2ccccc2)N2C(=S)NC(c3ccccc3)N12 (stereo not given)	1	2	2	3	3	0	8	1	-5	-0.5
CC(=O)C1=C(c2ccccc2)OC(N)=C(C#N)C1c1ccc(O)cc1 (stereo not given)	-7	-1	-24	10	-8	-3	4	-5	-3	1.8

Next part
SMILES	PLCb3 inh	Tn7 DDE FP	sPLA2-III inh	ASAP1 GAP inh	PLC-gamma1 inh	NR1D1 modulator	ARFGAP1 inh	UHRF1 MBD2 ctr	DDE Tn6 FP inh	proKLK7 act
Cc1cc(NC(=O)CS(=O)(=O)c2cn(C)c3ccccc23)no1	0	1	3	-3	1	1	2	5	-7	0.4
O=C1CSC(=S)N1N=Cc1cccc(OCc2ccccc2)c1	-7	5	4	7	-2	-1	-2	-5	-2	0.2
O=C(Cn1cnc2c(nnn2Cc2ccc(F)cc2)c1=O)Nc1ccccc1	6	-2	0	10	0	-3	3	0	-4	-0.2
CC1CCCCN1C(=S)NC(=O)c1cccs1 (stereo not given)	-4	2	1	-9	1	-5	-12	0	0	0.6
O=C1NC(=Nc2cccc(O)c2)S/C1=C\c1cccnc1	-5	0	0	-1	3	-3	-10	2	-2	-0.1
O=C(COC(=O)c1ccc[nH]c1=O)NC1CCCCC1	-9	0	3	-2	0	0	18	0	0	0.5
N/C(=N\OC(=O)CCCCCN1C(=O)c2ccccc2C1=O)c1ccccc1	2	3	-3	-2	-2	-10	-2	-1	3	0.6
CC(NCC(O)COCc1ccc(Cl)cc1)c1ccccc1 (stereo not given)	-1	7	9	6	-1	3	6	1	8	0.3
C=C(C)Cn1c(-c2ccc(OC)cc2)nc2ccccc21	0	-4	-7	-5	-1	6	-4	2	4	0.1
CCOc1ccc(S(=O)(=O)N2CCCCC2)cc1NC(=O)c1c(CC)noc1C	0	-6	-3	-13	3	-3	7	-4	0	0.1
Cc1cnc(C(=O)NC2CCSc3ccccc32)cn1 (stereo not given)	-17	2	7	14	-9	5	-9	4	0	-0.2
Cc1ccc2oc(C(=O)NCC3CCOCC3)c(C)c2c1	0	6	-4	8	0	6	2	-1	7	-0.5
COc1ccccc1NC(=O)C(C)OC(=O)Cc1ccsc1 (stereo not given)	-2	7	1	-10	-1	-2	6	-3	-5	0.4
CN1CCN(C(=O)c2cc(-c3ccco3)on2)CC1	3	12	1	-7	-3	3	0	-1	-2	-0.4
CCCCN1C(=O)C(=O)NC[C@@H]1CCCCN	2	2	4	3	0	2	-5	1	3	-0.7
O=C1CSc2ccccc2N1Cc1ccc(F)cc1	4	-8	-3	-4	2	4	6	-3	-1	0.0
CCc1ccc(S(=O)(=O)Nc2ccc(O)c3c(=O)cc(-c4ccccc4Cl)oc23)cc1	-1	1	-17	4	-2	4	-1	3	3	-0.7
O=C(O)CC1=C(c2ccc(F)cc2)CCC1=O	14*	-7	9	0	6	2	4	3	4	0.4
O=C(Nc1ccc(Cl)cc1)N1CCC(c2ccccc2)C1 (stereo not given)	-1	-1	-1	6	6	-3	-1	3	-9	0.1
COc1cccc(-c2nnc3sc(-c4ccccc4)nn23)c1	4	-1	0	-5	9	4	5	1	0	0.3
C[C@H](CO)N1C[C@H](C)[C@@H](CN(C)S(=O)(=O)c2ccc(F)cc2)Oc2ccc(NC(=O)c3ccncc3)cc2C1=O	1	2	2	6	0	3	18	-2	-2	1.1
NNC(=O)c1cccc(COc2ccccc2Br)c1	4	-1	-2	-1	3	0	-3	2	-7	-0.1
Cc1nnc(SCCn2c(Br)nc3c2c(=O)n(C)c(=O)n3C)s1	1	-4	1	-7	2	-2	-7	-1	6	-0.4
COc1cc(/C=C/C(=O)OCC(=O)NC2CCCCCCC2)ccc1O	-73	6	-9	-4	-61	-4	-17	-3	1	-0.6
O=[N+]([O-])c1ccc(NC(c2ccccc2)c2ccc3cccnc3c2O)cc1 (stereo not given)	-9	3	15	-6	2	1	3	-2	8	0.1

Overlap with the part before: 3 entries, then new ones.
SMILES	PLCb3 inh	Tn7 DDE FP	sPLA2-III inh	ASAP1 GAP inh	PLC-gamma1 inh	NR1D1 modulator	ARFGAP1 inh	UHRF1 MBD2 ctr	DDE Tn6 FP inh	proKLK7 act
Cc1nnc(SCCn2c(Br)nc3c2c(=O)n(C)c(=O)n3C)s1	1	-4	1	-7	2	-2	-7	-1	6	-0.4
COc1cc(/C=C/C(=O)OCC(=O)NC2CCCCCCC2)ccc1O	-73	6	-9	-4	-61	-4	-17	-3	1	-0.6
O=[N+]([O-])c1ccc(NC(c2ccccc2)c2ccc3cccnc3c2O)cc1 (stereo not given)	-9	3	15	-6	2	1	3	-2	8	0.1
Cc1cc(C)n2nc(C(=O)NCc3cccc(C(F)(F)F)c3)nc2n1	-2	4	-4	-8	1	4	0	-4	0	0.6
COc1ccccc1CNC(=O)COC(=O)c1cc2ccccc2o1	-5	3	8	-6	-2	-6	14	3	-2	-0.3
Cc1cccc(NCc2nc(-c3ccccc3)no2)c1	2	2	0	13	4	-1	-3	1	-3	-0.1
Nc1n[nH]c(N)c1N=Nc1ccc(Cl)cc1	14*	4	9	10	20*	-2	2	-7	-5	-0.1
Cc1cccc(NC(=S)NC(=O)c2ccc(-c3ccccc3)cc2)n1	-7	-7	6	14	0	8	-7	2	-3	0.2
Cn1nnnc1SCCNC(=O)C1CCC(=O)N(Cc2ccc(Cl)cc2)C1 (stereo not given)	0	-4	-2	-2	-3	0	-6	-2	-7	0.0
CCc1c(C)sc(NC(NC(C)=O)(C(=O)OC)C(F)(F)F)c1C#N (stereo not given)	2	3	15	-9	1	5	-10	7	-1	-0.1
CCCCN1CCS(=O)(=O)N(Cc2cn(Cc3ccc(C)cc3)nn2)C(C(=O)OC)C1 (stereo not given)	0	-10	0	x	3	-1	x	-3	0	-0.1
Cc1ccc(Nc2nc3ccccc3c(=O)s2)cc1C	1	-7	2	-7	0	2	0	0	8	-0.6
CCn1cc(S(=O)(=O)CC(=O)Nc2ccc(C)cc2)c2ccccc21	1	-4	-9	2	4	-5	17	1	-3	0.2
NC(=O)Cc1ccc(C(=O)CSc2nnc(-c3ccncc3)n2C2CC2)s1	-20	-4	-5	-2	-9	-16	2	0	-5	0.2
O=C(NCc1ccncc1)c1cccc(NS(=O)(=O)c2ccc(F)c(F)c2)c1	-2	-7	1	-4	1	7	-4	-1	-2	0.0
Cc1ccc(Cl)cc1NC(=O)COC(=O)c1ccc(COc2ccc3c(C)cc(=O)oc3c2)cc1	-2	2	14	-3	-3	-9	10	10	1	-1.4
COc1cc(OC)c(NC(=O)CCc2nc(-c3ccc(C)cc3)no2)cc1Cl	1	1	0	5	2	-3	12	0	-8	-0.2
COc1cccc(-c2csc(NC(C)=O)n2)c1	1	-4	-1	14	9	-4	2	-1	-7	0.5
CCCOc1ccc(N2C(=O)CC(NCCNc3ccc([N+](=O)[O-])cn3)C2=O)cc1 (stereo not given)	-4	-3	-6	0	6	-3	-1	0	-5	0.1
CC(=O)c1ccc(S(=O)(=O)N2CCC(Oc3ccc(-n4cnnn4)cc3)CC2)cc1	-1	-3	3	2	2	3	-3	1	3	0.8

Not a retest: entries from further up.
SMILES	PLCb3 inh	Tn7 DDE FP	sPLA2-III inh	ASAP1 GAP inh	PLC-gamma1 inh	NR1D1 modulator	ARFGAP1 inh	UHRF1 MBD2 ctr	DDE Tn6 FP inh	proKLK7 act
Cc1ccc(Nc2nc3ccccc3c(=O)s2)cc1C	1	-7	2	-7	0	2	0	0	8	-0.6
CCn1cc(S(=O)(=O)CC(=O)Nc2ccc(C)cc2)c2ccccc21	1	-4	-9	2	4	-5	17	1	-3	0.2
